# Polio RdRp inh: inhibitors of poliovirus RNA polymerase binding and polymerization | 150,000 compounds, 0.66% hits | % elongation, % (compound at 16.7 µg/mL) | P03300 | poliovirus polymerase elongation, fluorescence polarization; hits give low values; in the data active means % elongation below about 90%; further: some results filed as inactive read as strong as hits
# Target sequence (P03300 1749-2209 limits assumed): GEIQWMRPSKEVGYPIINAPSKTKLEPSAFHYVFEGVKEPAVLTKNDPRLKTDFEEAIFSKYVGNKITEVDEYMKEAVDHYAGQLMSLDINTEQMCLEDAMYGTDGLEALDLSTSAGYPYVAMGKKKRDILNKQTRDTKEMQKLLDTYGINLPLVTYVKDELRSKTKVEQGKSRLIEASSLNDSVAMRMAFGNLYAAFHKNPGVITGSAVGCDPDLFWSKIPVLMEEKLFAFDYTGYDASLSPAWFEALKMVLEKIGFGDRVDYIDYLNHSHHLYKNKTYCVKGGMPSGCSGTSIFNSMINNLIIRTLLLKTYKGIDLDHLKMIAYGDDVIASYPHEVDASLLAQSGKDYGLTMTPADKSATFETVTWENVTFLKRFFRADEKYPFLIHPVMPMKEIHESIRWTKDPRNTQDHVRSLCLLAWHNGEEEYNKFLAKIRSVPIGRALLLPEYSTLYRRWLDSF
# Polio RdRp inh FP z-score: further read-out of Polio RdRp inh, marked with its call; z-score; measured here: FP z-score; hits read low
# Starred values were filed as active, the others as inactive; & = joins results of further samples. Only part of the results is shown. The share of hits here may be higher or lower than overall.
SMILES,Polio RdRp inh FP z-score,Polio RdRp inh
O=c1[nH]c(=S)[nH]nc1-c1ccc(F)c(F)c1,-0.9,98.0
COc1cc(-c2nc(Cn3nnc(C(=O)Nc4ccccc4C)c3C)c(C)o2)cc(OC)c1OC,0.9,109.0
O=C1CC(C(=O)NCCc2ccccc2)C2(CCCCC2)O1 (centres undefined),0.9,105.0
CCC(CO)NS(=O)(=O)c1c(C)nc2sccn2c1=O (centres undefined),2.3,106.0
Cc1ccc2nc(CN(C)Cc3c(F)cccc3Cl)cc(=O)n2c1,0.3,104.0
CC(C)c1ccccc1NC(=O)CSc1nnc(COc2ccccc2Cl)o1,-0.5,103.0
CCOC(=O)[C@@H]1[C@@H]2NC(=O)N[C@@]1(C)Oc1ccccc12,0,102.0
CC(=O)Oc1ccc(C(=O)c2ccc(OC(C)=O)cc2)cc1,0.3,105.0
CCC(=O)Nc1nc2ccc(S(C)(=O)=O)cc2s1,0,103.0
Cn1c(=O)c2cc(C(=O)NCC3CCCO3)sc2c2ccc(Cl)cc21 (centres undefined),0.5,103.0
Cc1cc(=O)[nH]c2nnc(SCC(=O)NC(C)(C)C)n12,-0.7,104.0
c1ccc2c(c1)CCCN2Cc1nnc2n1CCCCC2,-0.2,101.0
CCN(CC)CC(O)CN1CCn2c3c(c4cc(C)ccc42)CCCC31 (centres undefined),0.2,102.0
c1ccc(NCn2cncn2)nc1,-0.5,99.0
O=C(CCSc1nnc2c(n1)[nH]c1ccccc12)N1CCOCC1,-0.5,100.0
CC(C)OC(=O)C1C(=O)CC(C)(O)C(C(=O)OC(C)C)C1c1ccccc1 (centres undefined),-0.2,101.0
O=C(CSc1nnc(NC(=O)C2CC2)s1)Nc1ccccc1F,0.9,105.0
O=C(C1c2ccccc2Oc2ccccc21)N1CCc2ccccc21,-0.1,101.0
O=C(c1ccccc1)N1CCc2cc(CNS(=O)(=O)c3ccc(Cl)s3)ccc21,-0.2,107.0
COc1ccc(C(=O)CS(=O)(=O)c2ccc3c(c2)OCCO3)cc1OC,0,101.0
CCC(=O)n1c2c(c3ccccc31)Nc1ccccc1N2,0.5,103.0
Cc1ccc(NC(=O)C2CCCN(c3cnccn3)C2)c(C)c1 (centres undefined),-1.1,102.0
C/C=C1\CC(C)(CC)C(C#N)(C#N)C(N)=C1C#N (centres undefined),0.9,111.0
O=C(CCSCCc1ccccn1)Nc1cc(F)ccc1F,0.5,109.0
N#CC(C#N)=CN1CCCCC1,0.3,103.0
CC1(O)C[C@@]23C[C@@H](O)[C@@]4(O)[C@@H](C[C@H](O)C4(C)C)[C@](C)(O)[C@@H]2CCC1[C@H]3O (some centres undefined),-0.9&-0.2,99.0&99.0
c1cc(CN2CCOCC2)ccc1CN1CCOCC1,0.2,103.0
CCC(Sc1nc2ccccc2s1)C(=O)Nc1cc(C)on1 (centres undefined),-0.6,100.0
COc1ccc(CCNC(=O)CCCn2c(SCC(N)=O)nc3cc4c(cc3c2=O)OCO4)cc1OC,2.2,116.0
Cc1ccc(-c2ccc(CCC(=O)O)n2NC(=O)c2ccco2)cc1,1.9,105.0
Cc1cc(C)n(C(C)CC(=O)O)n1 (centres undefined),0.1,101.0
CCc1ccc(Oc2nc3c(C)cccn3c(=O)c2/C=C(\C#N)c2nc3ccccc3s2)cc1,-0.2,103.0
C=CCN(C(=O)c1cc2ccccc2o1)C1(C(=O)Nc2ccc(F)cc2)CCN(C(C)=O)CC1,-0.1,100.0
COc1ccc(-c2nn(-c3ccc(F)cc3)c3c2cnc2ccc(F)cc23)cc1OC,0.1,109.0
CCOc1ccc(CNC(=O)Cn2nc(C)c3nn(-c4ccc(Cl)cc4)c(C)c3c2=O)cc1,0.5,111.0
CCc1ccc(OCC(=O)NCC(c2ccc(OC)cc2)N2CCOCC2)cc1 (centres undefined),0.3,106.0
COc1ccc(N(C)C(=O)NCc2noc3ccc(C)cc23)c(OC)c1,0.3,108.0
O=C(c1nc(-c2ccc(Cl)cc2)n2c1CCCCC2)N1CCN(c2ccc(F)cc2)CC1,0.8,110.0
O=C(CSc1cn(CC(=O)N2CCOCC2)c2ccccc12)N1CCOCC1,-0.1,101.0
COC(=O)c1ccc(COC(=O)c2cccn2C)o1,0.2,102.0
COc1cccc(CNC(=O)Cn2nc(-c3ccc(C)cc3)ccc2=O)c1,0.9,114.0
CC(=O)Nc1ccc(S(=O)(=O)Nc2nc(CN3CCOCC3)nc3sc4c(c23)CCCC4)cc1,1.2,110.0
COc1cc(OC)c(NC(=O)c2c3c(nn2C)-c2ccccc2SC3)cc1Cl,-0.6,105.0
CC1CN(C(=O)C(C)NC(c2ccccc2)c2ccccc2)CC(C)O1 (centres undefined),0.2,105.0
Cc1cc(C)c(-n2c(SCCS(=O)(=O)c3ccc(F)cc3)n[nH]c2=O)c(C)c1,0.2,106.0
CCC(C)N1C(=O)S/C(=C/c2ccc(O)c(Cl)c2)C1=O (centres undefined),0.1,101.0
COC(=O)c1ccc(CNC(=O)c2nc(Cn3nc(C)c(Br)c3C)no2)cc1,-0.2,104.0
CCOC(=O)c1cc2c(=O)n3ccccc3nc2n(CC(C)C)c1=NC(=O)c1c(-c2c(F)cccc2Cl)noc1C,-0.1,104.0
CCOc1ccc(NC(=O)CSc2nc(-c3ccccc3)c3cc(OCC)ccc3n2)cc1,-0.6,106.0
O=C(COC(=O)c1ccco1)c1ccc(-n2nncc2C23CC4CC(CC(C4)C2)C3)cc1,0.1,102.0

# Shown with two lines to a compound: 3 of the compounds above.
# Every second line gives: Polio RdRp inh FP z-score	Polio RdRp inh
COc1ccc(N(C)C(=O)NCc2noc3ccc(C)cc23)c(OC)c1
→ 0.3	108.0
O=C(c1nc(-c2ccc(Cl)cc2)n2c1CCCCC2)N1CCN(c2ccc(F)cc2)CC1
→ 0.8	110.0
O=C(CSc1cn(CC(=O)N2CCOCC2)c2ccccc12)N1CCOCC1
→ -0.1	101.0

# More compounds follow.
SMILES,Polio RdRp inh FP z-score,Polio RdRp inh
COc1ccc(OC)c(N/C=C(\C#N)c2nc(-c3cc4ccccc4oc3=O)cs2)c1,0.1,102.0
CCc1ccc(NC(=O)C(Cc2ccccc2)NS(=O)(=O)c2ccc3c(c2)CCN3C(C)=O)cc1 (centres undefined),-0.7,99.0
Brc1ccc(C2N3CCCN23)cc1 (centres undefined),0.2,101.0
CN(C(=O)c1nc(-c2cccc(F)c2)n2c1CCCCC2)c1ccccc1F,0.6,121.0
COc1ccc(CNC(=O)CC2Oc3ccccc3NC2=O)cc1 (centres undefined),0.1,102.0
CC(C)NC(=O)CCSc1nc(-c2ccc3c(c2)OCO3)cc(C(F)(F)F)n1,0.5,106.0
O=C(CNc1ccccc1F)N/N=C1\CCCCc2ccccc21,0.3,103.0
CCOC(=O)C1=NN(c2ccccc2)C(=C2C(=O)c3ccccc3C2=O)S1,0.1,105.0
COc1ccc(-c2cc(=NC(CC(C)C)C(=O)O)c3cc(C)ccc3o2)cc1 (centres undefined),-0.5,99.0
CC1=NN(c2ccccc2)C(=O)C1C=C1C(=O)N(C)C(=S)N(C)C1=O (centres undefined),0.1,100.0
O=C(O)c1ccccc1Nc1ccc(SC(F)F)cc1,0.4,106.0
CC1CCN(c2nnc(N)s2)CC1,-0.2,101.0
Cc1cc(C)cc(N(C)S(=O)(=O)c2nnc(NC(=O)COc3ccc(Cl)cc3)s2)c1,1.7,115.0
CC1CCN(c2ccc(NC(=O)CCC(=O)O)cc2)CC1,-0.5,100.0
CC(/C=N/NC(=O)c1ccco1)=C\c1ccco1,-0.5,101.0
CCCC1CCC(c2ccc(C(N)=O)cc2)CC1 (centres undefined),0.4,103.0
CC(=O)N1C(c2ccccc2)CC(=O)C(c2ccccc2)C1c1ccccc1 (centres undefined),0.4,106.0
CCc1ccc(NC(=O)COc2ncnc3c2cnn3-c2ccccc2)cc1,0.6,107.0
Cc1ccc(N2C(=O)N(Cc3cc(=O)n4ccccc4n3)c3ccccc3S2(=O)=O)cc1Cl,0,107.0
Cc1ccc(C)c(N2CCN(C(=O)C(C)n3c(C)c4cnn(-c5ccccc5)c(=O)c4c3C)CC2)c1 (centres undefined),0.3,108.0
CC(=O)Nc1ccc(C(=O)CSc2nnnn2C(C)C)cc1,0.4,102.0
CCOc1cc(/C=C(\C#N)C(=O)NCC2CCCO2)ccc1O (centres undefined),0.5,105.0
COc1cc2[nH]c(=S)n(NC(=O)CC(C)C)c(=O)c2cc1OC,-1.1,99.0
N#CCC(=O)N1CCn2c1nc1ccccc12,0.5,104.0
CCN(CC)C(=O)CCc1nc(CN2CCN(C(=O)c3cc(-c4cccs4)on3)CC2)no1,0.2,103.0
CCOC(=O)c1cc(-c2ccc(F)cc2)n(CC(=O)NN2CCOCC2)c1C,-0.1,100.0
Cc1cc(Br)cc(C)c1OCCCN(C)C,-2.1*,88.0*
S=C(c1ccccc1)N1CCSCC1,1.3,111.0
O=C(O)CCC(=O)N1CCC(Oc2nnnc3ccccc23)CC1,-0.7,101.0
N#CCCn1c(SCC(=O)NCC23CC4CC(CC(C4)C2)C3)nc2ccccc21,0.5,107.0
COc1ccc(CCNc2c[nH]c(=O)[nH]c2=O)cc1OC,-0.4,99.0
O=C(O)CCC(=O)Nc1ccccc1O,-0.4,99.0
CN1CC[C@@]2(C)c3cc(O)ccc3N(C)C12 (some centres undefined),-0.6,99.0
O=C(Nc1ccncc1)c1c(Cl)nc2sccn12,0.1,101.0
N#CNC1=NCN(C2CCCCC2)CN1,0.3,103.0
CCc1[nH]nc2c1C(C1C=CCCC1)C(C#N)=C(N)O2 (centres undefined),-1.3,99.0
Cc1ccc(S(=O)(=O)N2CCCC(c3nnc4n3-c3ccccc3SC4)C2)cc1 (centres undefined),0.3,105.0
O=C1NC(c2cccc(F)c2)=N/C1=C/c1cc2c(cc1Cl)OCO2,-1.7,98.0
CCOc1ccccc1CNC(=O)C1CCN(C(=O)N2CCOc3ccc(Cl)cc32)CC1,0.4,109.0
Cc1ccc(NC(=O)CSc2nc3nccnc3c(=O)n2CCc2c[nH]c3ccccc23)c(C)c1,0.2,107.0
Cc1nc(C)c(C(=O)N/N=C/c2ccc(O)cc2O)cc1C(=O)N/N=C/c1ccc(O)cc1O,-0.3,101.0
CCC(=O)NC1CCC(c2ccccc2)CC1 (centres undefined),0.1,102.0
CSc1ncc2c(=O)n(Cc3ccccc3)ccc2n1,-0.1,100.0
O=C(Nc1ccccn1)c1ccccc1O,0.2,103.0
CC1(C)CC(=O)C2=C(C1)N(Cc1ccccc1)CN(Cc1ccco1)C2,0.1,101.0
CC1C2CC(CC2=NNC(=O)c2cccs2)C1(C)C (centres undefined),-0.5,100.0
CC(C)(C)c1ccc(NC(=O)COC(=O)Cc2ccsc2)cc1,-0.3,100.0
O=C(/C=C/c1ccc(Br)o1)OCc1cc(=O)oc2cc3c(cc12)CCC3,-0.1,103.0
Cc1ccc(NCC(=O)O)cc1,0.3,103.0
COc1cc(NC(=O)CCc2nc3cccnc3n2Cc2cccs2)cc(OC)c1OC,1.2,115.0

# Continued.
SMILES,Polio RdRp inh FP z-score,Polio RdRp inh
COc1ccc(NC(=O)N(C(C)C)C2CCN(C(C)=O)CC2)c(OC)c1,1.7,118.0
C[N+]1(CCn2ccc3ccccc32)CCCCC1,-0.4,100.0
Cc1ccc2nc(Cl)c3cc(C(=O)NC(C)CCc4ccco4)sc3c2c1 (centres undefined),0.5,103.0
COc1ccc2c(c1)CC(C(=O)Nc1c(C)cc(C)cc1C)CO2 (centres undefined),0.6,109.0
Cc1ccc(SCC2CNC(c3ccc(N(C)C)cc3)O2)cc1 (centres undefined),0.4,103.0
CCCCOc1cc(CC2CNC(=O)N2)ccc1OC (centres undefined),-1&0,99.0&100.0
CCCOc1ccc(C(=O)N2CCCC2C(=O)O)cc1 (centres undefined),0.3,106.0
NCC12CC3CC(C1)CC(CN)(C3)C2,0.7,108.0
CCOC(=O)c1c(NC(=O)Cn2c(=O)cc(C)[nH]c2=O)sc(C(=O)NC)c1C,0.2,103.0
CN(C)CCc1c[nH]c2ccc(CS(=O)(=O)N3CCCC3)cc12,0.3,102.0
CS(=O)(=O)Nc1ccc(C(=O)N2CCN(c3ccccc3)CC2)cc1,-0.9,100.0
O=c1oc2ccc3ccccc3c2cc1-c1nnc(Nc2ccc(Cl)cc2Cl)s1,0.3,105.0
CCN(CC)S(=O)(=O)c1cccc(C(=O)N[C@H](C(=O)NCc2ccc3c(c2)OCO3)C(C)C)c1,-0.2,102.0
COc1ccc(CCN2C(=O)C(C(C)C)NC2=S)cc1OC (centres undefined),-0.5,99.0
CN(C)c1ccnc(C(=O)O)c1,-0.1,101.0
CC(=O)Nc1ccc(S(=O)(=O)NCCc2csc3nc(-c4ccc(Cl)cc4)nn23)cc1,-0.8,103.0
COc1ccc2[nH]c(=O)c(CN(C(=O)Nc3ccccc3)C3CCCC3)cc2c1,-0.1,101.0
CCCCN(CC)CCCNC(=O)c1cn(CC)c2ccc(S(=O)(=O)N3CCc4ccccc4C3)cc2c1=O,-0.3,103.0
O=S1(=O)N=C(NNS(=O)(=O)c2ccccc2)c2ccccc21,0.1,102.0
Cc1ccc(Cn2cnc3c(nnn3Cc3ccc(C)cc3)c2=O)cc1,0.2,101.0

# Some of the entries so far, with values under each structure.
# Fields – Polio RdRp inh FP z-score	Polio RdRp inh
- CN(C)CCc1c[nH]c2ccc(CS(=O)(=O)N3CCCC3)cc12
    0.3	102.0
- COc1ccc(NC(=O)N(C(C)C)C2CCN(C(C)=O)CC2)c(OC)c1
    1.7	118.0

# Assay outcomes from PubChem.
